# Sm TGR block: S. mansoni TGR enzyme inhibition | AID 485364 | Q962Y6 | hit rate 3% among 360,000 | purified TGR, DTNB reduction, TNB absorbance 405 nm | Potency, µM (doses to about 114 µM), inactives show at the top dose activity change, negative = inhibition, actives largely listed as inhibitors; note: potency is the fitted concentration of half-maximal effect; nearly all actives have a fitted effect of over 60% in size
#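 First, TGR (20 nM dispensed) and NADPH were mixed with compound. Second, a 15 min room-temperature incubation followed. Third, further NADPH and then DTNB were added to start the reaction. Finally, TNB absorbance was monitored kinetically.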
# HCV inh: inhibitors of hepatitis C virus infection. Huh7.5.1 HCVcc-Cre infection, luciferase reporter, 44 h. Potency, µM (doses to about 41.8 µM), for inactives: at the top dose activity change, negative = inhibition, actives largely listed as inhibitors. hit rate 3.4% among 340,000. AID 651820; note: potency is the fitted concentration of half-maximal effect
#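 Cells seeded at 1,000/well and cultured 4 h, then compounds added followed by HCVcc-Cre virus (~0.5 moi). After 44 h further culture, luciferase substrate was added, plates held 15 min at room temperature, and luminescence read for 15 sec.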
# Giardia FBPA inh: inhibitors of Giardia lamblia fructose-1,6-bisphosphate aldolase; A8B2U2; Potency, µM (doses to about 59.6 µM), for the others: at the top dose activity, negative = inhibition, usual class: inhibitors; purified Giardia FBPA; AID 2451; hit rate 0.71% among 290,000; note: potency is the fitted concentration of half-maximal effect; nearly all actives have a fitted effect of over 55% in size
# Target sequence (A8B2U2 whole entry, looked up): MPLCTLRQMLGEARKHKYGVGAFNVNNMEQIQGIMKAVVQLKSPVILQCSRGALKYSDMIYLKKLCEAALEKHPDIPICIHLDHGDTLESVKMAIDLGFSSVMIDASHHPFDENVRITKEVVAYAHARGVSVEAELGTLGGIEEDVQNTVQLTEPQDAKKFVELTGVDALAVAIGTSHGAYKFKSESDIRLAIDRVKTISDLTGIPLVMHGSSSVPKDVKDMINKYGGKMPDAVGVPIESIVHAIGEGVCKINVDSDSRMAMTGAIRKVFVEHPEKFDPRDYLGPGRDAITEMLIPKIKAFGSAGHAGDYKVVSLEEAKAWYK
#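 40 nM FBPA preincubated 10 min at RT with compound (up to 57.5 uM final), then substrate plus GAPDH/TPI/NAD/arsenate coupling and diaphorase/resazurin added. Fluorescence read after 20 min at RT, 525/598 nm.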
# HCMV inh: blocks human cytomegalovirus replication; HFF cells, HCMV-luciferase reporter, 72 h; stronger effect = lower value; activity change, negative = inhibition, % at 57.5 µM; AID 1259415; hit rate 4.5% among 410,000; in the data active = activity change below about -60%; inconclusive = no clear call, values can overlap the other calls; inactive = above about -39%
#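 Compounds were evaluated in HFFs infected with an HCMV luciferase reporter virus (MOI 1 PFU/cell). Luciferase in lysates collected 72 h post infection served as the replication measure.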
# AmpC detergent: blocks E. coli AmpC beta-lactamase in detergent assay; P00811; AmpC hydrolysis of nitrocefin, absorbance 480 nm, 0.01% Triton; Potency, µM (highest dose often 114 µM), without a hit: at the highest dose activity change, negative = inhibition, hits mostly inhibitors; hit rate 0.041% among 370,000; AID 485294;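 note: potency is the fitted concentration of half-maximal effect; 0% = no-compound wells and -100% = no-enzyme wells; nearly all actives have a fitted effect of over 25% in size; some results filed as inactive show a strong effect at the top dose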
# Target sequence (P00811 whole entry, looked up): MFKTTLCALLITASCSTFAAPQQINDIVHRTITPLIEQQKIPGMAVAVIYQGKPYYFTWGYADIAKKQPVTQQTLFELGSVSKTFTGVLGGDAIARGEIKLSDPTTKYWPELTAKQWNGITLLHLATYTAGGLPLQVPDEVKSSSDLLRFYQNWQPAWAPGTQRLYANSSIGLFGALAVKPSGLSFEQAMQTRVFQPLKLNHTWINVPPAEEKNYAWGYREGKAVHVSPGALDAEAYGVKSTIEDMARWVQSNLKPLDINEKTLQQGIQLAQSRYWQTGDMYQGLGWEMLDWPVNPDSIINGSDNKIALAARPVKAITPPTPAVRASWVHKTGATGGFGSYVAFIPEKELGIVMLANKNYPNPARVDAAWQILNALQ
#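 20 mM phosphate pH 7.0 + 0.01% (detergent screen) or 0.0001% Triton X-100; 5.3 nM AmpC reagent; cpd preinc 15 min RT; nitrocefin (800 uM stock) to start; A480 q20 s × 4 min; Activity was normalised to no-enzyme and no-compound control wells.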
# AmpC inh no detg: inhibitors of E. coli AmpC beta-lactamase without detergent | P00811 | AmpC nitrocefin hydrolysis, absorbance 480 nm, 0.0001% Triton | Potency, µM (top dose mostly 57.1 µM), without a hit: top-dose activity change, negative = inhibition, usual class: inhibitors | hit rate 0.52% among 330,000;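 note: potency is the fitted concentration of half-maximal effect; plate controls were no compound for no effect and no enzyme for full effect; nearly all actives have a fitted effect of over 20% in size; some results filed as inactive show a strong effect at the top dose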
#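 20 mM phosphate pH 7.0 + 0.01% (detergent screen) or 0.0001% Triton X-100; 5.3 nM AmpC reagent; cpd preinc 15 min RT; nitrocefin (800 uM stock) to start; A480 q20 s × 4 min; Activity was normalised to no-enzyme and no-compound control wells.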
# * hit, by the source's call; ? = inconclusive; · = no result given; & = joins results of further samples; [ ] = remark or other dose. Unless noted, calls come from the whole dose curve; as a rule, active = well fitted curve in the direction sought with a large enough effect; inconclusive = small, poorly fitted or top-dose-only effect, or another doubt; inactive = no such curve, though single readings can be large; an effect the other way counts as inactive or inconclusive. Unless noted, % is set by controls: 0 for no effect and ±100 for the full control effect.
SMILES,Sm TGR block,HCV inh,Giardia FBPA inh,HCMV inh,AmpC detergent,AmpC inh no detg
COCCCNC(=O)c1cc2c(s1)CS(=O)(=O)C2,-33%,11%,-6%,5,1%,-4%
Cc1ccc(Cc2nc3ccccc3nc2SCC(=O)Nc2ccc3c(c2)OCO3)cc1,4%,·,·,-66*,19%,·
COc1ccc(NC(=O)C(CC(C)C)NC(=O)c2ccccc2C)cn1 (stereo not drawn),5%,4%,-1%,-27,?,-8%
O=C(NCCc1ccc(Cl)cc1)/C(=C/c1cccnc1)NC(=O)c1ccccc1,-11%,-14%,6%,-34,-6%,3%
Cc1ccc2c(C)c(C(=O)N3CCCCC3CO)oc2c1C (stereo not drawn),-7%,?,16%,-1,-13%,126%[activator]
CN(C)S(=O)(=O)Nc1cc(Cl)cc(Cl)c1,·,-8%,1%,-22,-7%,-18%
COc1ccc(OC)c(N(CC(=O)Nc2ccc3c(c2)OCO3)S(=O)(=O)c2ccccc2)c1,-6%,?,-2%,-7,0%,?
COCCNC(=O)c1cccc(OC2CCN(Cc3ccccc3C)CC2)c1,17%,-10%,10%,-9,2%,15%
Cc1cccc(-n2c3nc(=O)[nH]c(=O)c-3cc3cc([N+](=O)[O-])ccc32)c1,-16%,6%,-19%,-66*,-1%,-34%
COc1cc(OC)c2c(=O)c(OC)c(-c3ccc(OC)c(OC)c3)oc2c1,3%,1.1µM*,-2%&11%,·,6%,169%[activator]
CSc1nnc(-c2sc3cc(C(F)(F)F)cnc3c2-c2cccnc2)n1C,-4%,-15%,5%,7,1%,4%
Cc1nc(NNC(=O)c2ccccc2)cc(-c2ccccc2)n1,-3%,21%,3%,15,3%,-24%

# Taken from above.
# Cc1cccc(-n2c3nc(=O)[nH]c(=O)c-3cc3cc([N+](=O)[O-])ccc32)c1 @ HCMV inh: -66*
# Cc1ccc(Cc2nc3ccccc3nc2SCC(=O)Nc2ccc3c(c2)OCO3)cc1 @ Sm TGR block: 4%
# COCCCNC(=O)c1cc2c(s1)CS(=O)(=O)C2 @ HCV inh: 11%
# COc1cc(OC)c2c(=O)c(OC)c(-c3ccc(OC)c(OC)c3)oc2c1 @ AmpC inh no detg: 169%[activator]

# Structures from the list above that contain a thiophene ring, fused or not, in the order listed:
SMILES,Sm TGR block,HCV inh,Giardia FBPA inh,HCMV inh,AmpC detergent,AmpC inh no detg
COCCCNC(=O)c1cc2c(s1)CS(=O)(=O)C2,-33%,11%,-6%,5,1%,-4%
CSc1nnc(-c2sc3cc(C(F)(F)F)cnc3c2-c2cccnc2)n1C,-4%,-15%,5%,7,1%,4%

# (cont.)
SMILES,Sm TGR block,HCV inh,Giardia FBPA inh,HCMV inh,AmpC detergent,AmpC inh no detg
Cc1noc(C)c1COC(=O)c1cccc(S(=O)(=O)N2CCCCCC2)c1,4%,2.2µM*,8%,25,-16%,33%
CCc1cccc(C)c1NC(=O)NC1COc2ccccc2C1 (stereo not drawn),8%,·,·,12,16%,·
O=C(NC1CCCCCC1)c1cc2c(Cl)nc3ccccc3c2s1,-8%,·,·,-1,-11%,·
COc1ccc(Cn2nnnc2C(c2ccccc2OC)N2CCC(C(N)=O)CC2)cc1 (stereo not drawn),3%,3%&16%,-1%,13,-1%,37%
CCN(CC)S(=O)(=O)c1ccc(N2CCOCC2)c(NC(=O)c2cc(=O)[nH]c3ccccc23)c1,0%,3%,-3%,-18,-3%,39%
CCOC(=O)c1cc(-c2ccccc2)sc1NC(=O)C(C)N1C(=O)c2ccccc2C1=O (stereo not drawn),3%,-4%,1%,-7,-10%,-31%
Cc1cc(-n2ccnc2)n2c(nc3ccccc32)c1C#N,5%,13%,-1%,-11,2%,-11%
CP(=O)(O)CN1CCCCC1,9%,5%,-10%,41,3%,-3%
O=C(CSc1nnc(CNC(=O)c2cccs2)o1)NC1CCCCC1,19%,-3%,2%,6,3%,·
CC(=O)c1ccc(N2CCN(c3ccc4cc(S(=O)(=O)N5CCCCC5)ccc4n3)CC2)cc1,1%,·,·,-4,-2%,·
CC(C)CC1NC(=O)N(CC(=O)Nc2cccc(Br)c2)C1=O (stereo not drawn),-5%,1%,·,7,-7%,-11%
O=C(CSc1nc(-c2ccc(F)cc2)cs1)N1CCc2ccccc21,-28%,-8%,2%,5,-1%,-15%
NS(=O)(=O)c1ccc(NC(=O)COC(=O)CSCc2ccc(F)cc2)cc1,-7%,10%,·,-8,?,-29%
COc1cc(Cl)ccc1OCc1cc(C(=O)N2C[C@]3(C)C[C@H]2CC(C)(C)C3)no1,3%,-22%,-11%,54,3%,48%
CCOc1ccc(-n2nnnc2SCC(=O)Nc2cccc(O)c2)cc1,-1%,8%,-5%,3,1%,-24%
CN(Cc1ccccc1)C(=O)COc1ccc(-c2nnco2)cc1,6%,20%,0%,0,3%,-18%
COc1ccc(CNC(=O)Nc2cccc(Cl)c2)cc1,5%,11%,·,·,3%,-38%
CCOC(=O)c1cccc(NC(=O)CCc2ccccc2)c1,·,-13%,-2%,-9,-1%,-35%
CCc1nnc2n1N=C(c1ccc(OC)cc1)CS2,2%,?,9%,161,?,-6%
COc1ccc(CCn2c(C)cc(C(=O)CN3C(=O)C(=O)N(Cc4ccco4)C3=O)c2C)cc1,-22%,?,·,-16,-11%,-47%
COCCN(C(=O)c1ccco1)c1nc(-c2ccccc2)cs1,63µM*,-29%,-4%,99,-19%,-6%
CN(c1ccc(OCC(=O)N2CCCC2)cc1)S(=O)(=O)c1ccc(Cl)cc1,-5%,11%,·,1,1%,-15%
CC(C)Cc1cc(CNC(=O)C2CCC(=O)N(CCc3cccc(F)c3)C2)on1 (stereo not drawn),-15%,-14%,3%,-28,-7%,68%[activator]
COc1ccc(OCC(=O)Nc2c(C(=O)N3CCC(N4CCCCC4)CC3)oc3ccccc23)cc1,-18%,-7%,-5%,?,-8%,68%[activator]

# Seven entries from above in a different format.
SMILES	Sm TGR block	HCV inh	Giardia FBPA inh	HCMV inh	AmpC detergent	AmpC inh no detg
CCOc1ccc(-n2nnnc2SCC(=O)Nc2cccc(O)c2)cc1	-1%	8%	-5%	3	1%	-24%
NS(=O)(=O)c1ccc(NC(=O)COC(=O)CSCc2ccc(F)cc2)cc1	-7%	10%	·	-8	?	-29%
COc1cc(Cl)ccc1OCc1cc(C(=O)N2C[C@]3(C)C[C@H]2CC(C)(C)C3)no1	3%	-22%	-11%	54	3%	48%
CC(C)Cc1cc(CNC(=O)C2CCC(=O)N(CCc3cccc(F)c3)C2)on1 (stereo not drawn)	-15%	-14%	3%	-28	-7%	68%[activator]
CCc1nnc2n1N=C(c1ccc(OC)cc1)CS2	2%	?	9%	161	?	-6%
COc1ccc(OCC(=O)Nc2c(C(=O)N3CCC(N4CCCCC4)CC3)oc3ccccc23)cc1	-18%	-7%	-5%	?	-8%	68%[activator]
CN(c1ccc(OCC(=O)N2CCCC2)cc1)S(=O)(=O)c1ccc(Cl)cc1	-5%	11%	·	1	1%	-15%

# The list continues.
SMILES,Sm TGR block,HCV inh,Giardia FBPA inh,HCMV inh,AmpC detergent,AmpC inh no detg
O=C(C[n+]1cccc(C(=O)Nc2ccccc2)c1)c1ccc([N+](=O)[O-])cc1,-27%,11µM*,3%,18,-13%,-26%
O=C(CCCn1cnc([N+](=O)[O-])n1)Nc1cccc(O)c1,-15%,12%,-9%,10,-3%,-11%[11.4 µM]
C=C(C)Cn1c(CCCNC(=O)C(C)(C)C)nc2ccccc21,-8%,3%,0%,-25,?,41%
COc1ccc(CN(C(=O)CSc2nnc(-c3ccccc3C)o2)c2ccc(F)cc2)cc1,?,-6%,0%,-75*,-11%,-8%
CC(C)(C)C1(C)OC(=O)C(=Cc2ccc(OCC(=O)Nc3ccccc3)cc2)C(=O)O1 (stereo not drawn),0%,25%,7%,·,?,-22%
CCOC(=O)/C(C(N)=NCCO)=C(/O)c1ccccc1,3%,17%,-3%,28,-3%,-12%
CCCCN1C(=O)/C(=C2/Sc3ccc(Cl)cc3N2CC)SC1=S,-16%,·,11%,·,?,-13%
CC(=O)Nc1ccc(C(=O)N/N=C/c2ccc(F)cc2)cc1,2%,8%,-4%,-28,5%,-16%
CCOc1ccc(S(=O)(=O)N(C)c2ccc(OCC(=O)NCc3ccc(C(=O)OC)cc3)cc2)cc1,4%,-29%,4%,-15,2%,-16%
CC(C)CC(=O)Nc1cccc(-c2csc(-c3ccccc3)n2)c1,-5%,?,8%,7,2%,-24%
CCOC(=O)c1cc(OC(=O)c2cccs2)n(-c2ccccc2)n1,40µM*,4%,5%,50,?,-31%
COc1ccc(CCNC(=O)c2ccc(Cl)nc2)cc1,5%,-21%,3%,13,?,-11%

# A different layout for part of the listing above.
# Values run as follows: Sm TGR block | HCV inh | Giardia FBPA inh | HCMV inh | AmpC detergent | AmpC inh no detg
- CCOC(=O)c1cc(OC(=O)c2cccs2)n(-c2ccccc2)n1
    40µM* | 4% | 5% | 50 | ? | -31%
- CC(C)CC(=O)Nc1cccc(-c2csc(-c3ccccc3)n2)c1
    -5% | ? | 8% | 7 | 2% | -24%

# Next results follow.
SMILES,Sm TGR block,HCV inh,Giardia FBPA inh,HCMV inh,AmpC detergent,AmpC inh no detg
Cc1ccc(-c2nnn(CC(=O)NCCC3=CCCCC3)n2)cc1,0%,9%,2%,-7,9%,-12%
Cc1ccc(S(=O)(=O)Nc2cc(Cl)c(O)cc2C)cc1,50µM*,?,-3%,-70*,-12%,-33%
CCOc1cc(N2CCOCC2)c(OCC)cc1NC(=O)COc1ncnc2ccc(Br)cc12,-28%,-7%,-9%,34,-13%,-8%
Cc1cc(NC(=O)c2cc([N+](=O)[O-])ccc2Cl)no1,-28%,12%,-2%,-33,-6%,-11%
Cc1nnc(SCC(=O)Nc2ccc3c(c2)OCO3)n(N)c1=O,4%,6%,-2%,54,7%,-17%
COc1ccc2[nH]c(=O)c(CN(Cc3cccs3)C(=S)Nc3cccc(C)c3)cc2c1,-7%,?,2%,-66*,-11%,-45%
CC1(C)CC(n2[nH]c(=O)c3c2NC(=O)CSC3c2ccc(F)cc2)CCO1 (stereo not drawn),-10%,6%,1%,2,-2%,-13%
O=C(Nc1nc(N2C(=O)c3ccccc3C2=O)n(-c2ccccc2)n1)c1ccccc1,-7%,40%[activator],-1%,128,-6%,-27%
